# NLRP3 yeast inh – NALP3 inhibition in yeast | Yeast reconstituted NLRP3/ASC/caspase-1, beta-gal luminescence, 24 h | inhibition, % at 10 µM | hit rate 0.39% among 330,000;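 active = inhibition of 50% or more; inactive = inhibition below 50%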;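 note: plate controls were induced DMSO wells for no effect and uninduced yeast grown without galactose for full effect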
# PfG6PD inh – PfG6PD (Plasmodium falciparum) enzyme inhibition; inhibition, % at 20 µM; hit rate 0.78% among 350,000; PfGluPho enzyme, NADPH resazurin-diaphorase fluorescence;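 active = inhibition reaching at least a set limit at 20 µM in the primary screen, cut at about 59% in these data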;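 note: 0% = DMSO wells with substrate and 100% = DMSO wells lacking glucose-6-phosphate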
# HKDC1 inh – inhibitors of human hexokinase HKDC1. Q2TB90. recombinant HKDC1, G6PDH/diaphorase resazurin coupled fluorescence. inhibition, % at 20 µM. hit rate 0.16% among 340,000. AID 493160;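 active = inhibition above about 35% when tested at 20 µM, limit read from the data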;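 note: plate controls were DMSO wells with enzyme for no effect and DMSO wells lacking enzyme for full effect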
# Target sequence (Q2TB90 whole entry, looked up): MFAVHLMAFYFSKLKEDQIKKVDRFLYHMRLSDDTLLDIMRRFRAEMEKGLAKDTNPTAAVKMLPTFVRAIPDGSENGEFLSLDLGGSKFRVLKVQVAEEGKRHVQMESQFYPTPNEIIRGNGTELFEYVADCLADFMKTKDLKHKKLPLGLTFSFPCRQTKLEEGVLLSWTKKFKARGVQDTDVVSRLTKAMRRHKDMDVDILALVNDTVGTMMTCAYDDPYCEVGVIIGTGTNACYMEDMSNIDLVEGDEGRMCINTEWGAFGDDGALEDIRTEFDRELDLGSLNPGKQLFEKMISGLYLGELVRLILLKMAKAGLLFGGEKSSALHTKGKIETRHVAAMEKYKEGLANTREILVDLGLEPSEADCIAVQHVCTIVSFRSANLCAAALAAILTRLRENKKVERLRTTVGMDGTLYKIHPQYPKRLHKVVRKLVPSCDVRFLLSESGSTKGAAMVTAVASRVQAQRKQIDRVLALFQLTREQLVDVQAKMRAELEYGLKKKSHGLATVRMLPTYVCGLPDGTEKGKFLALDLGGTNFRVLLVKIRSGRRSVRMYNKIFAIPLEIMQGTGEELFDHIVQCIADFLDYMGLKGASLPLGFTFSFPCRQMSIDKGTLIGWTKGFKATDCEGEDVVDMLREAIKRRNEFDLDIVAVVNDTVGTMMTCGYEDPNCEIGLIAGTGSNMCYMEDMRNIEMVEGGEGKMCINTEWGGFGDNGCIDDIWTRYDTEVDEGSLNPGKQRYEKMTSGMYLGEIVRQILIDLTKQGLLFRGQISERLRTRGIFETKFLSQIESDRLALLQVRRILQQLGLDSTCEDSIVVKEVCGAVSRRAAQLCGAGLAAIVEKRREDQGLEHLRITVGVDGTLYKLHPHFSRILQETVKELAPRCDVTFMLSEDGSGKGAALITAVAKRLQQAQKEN
#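 Material: recombinant HKDC1 hexokinase; Amount: HKDC1 at 5 µg/mL; Medium: Tris pH 8.0 buffer with MgCl2, Tween-20, BSA, BME; Schedule: 90 min reaction incubation at room temperature, dark; Technique: coupled resazurin fluorescence, excitation 525 nm, emission 613 nm.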
# SENP8 block-1 – blocks the human protease SENP8; Q96LD8; purified SENP8, Z-RLRGG-aminoluciferin cleavage, luminescence; inhibition, % at 10 µM; hit rate 1.2% among 330,000; AID 2540; in the data active = inhibition above about 50%
# SENP6 block – blocks the human protease SENP6; Q9GZR1; Recombinant SENP6 catalytic domain, aminoluciferin luminescence; inhibition, % at 10 µM; hit rate 1.8% among 330,000; AID 2599;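 active = inhibition above about 50% at the single tested dose, limit read from the data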;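 note: plate controls were DMSO wells with enzyme for no effect and DMSO wells lacking enzyme for full effect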
# SENP7 inh – blocks the human protease SENP7. inhibition, % at 5 µM. hit rate 1.5% among 330,000. Q9BQF6. recombinant SENP7, Z-RLRGG-aminoluciferin luminescence, 40 min;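 active = inhibition above about 50% at the single test dose, limit read from the data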;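 note: plate controls were DMSO with enzyme for no effect and no enzyme buffer wells for full effect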
# SENP8 block-2 – SENP8 (human) protease inhibition | Q96LD8 | recombinant SENP8, Nedd8 substrate fluorescence | inhibition, % at 20 µM | hit rate 0.64% among 360,000 | AID 602440; in the data active = inhibition mostly above about 40%, no sharp cut-off; inactive = mostly below about 27%
# Apaf1 inhib – inhibitors of human Apaf-1 apoptosome. O14727. reconstituted apoptosome caspase-3 activity, DEVD-Rh110 fluorescence. inhibition, % at 20 µM. hit rate 0.71% among 330,000. AID 489030; active = inhibition of at least 40% at 20 µM;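 note: plate controls were DMSO wells for no effect and DEVD-CHO caspase inhibitor wells for full effect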
#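 System: reconstituted apoptosome with Apaf-1, cytochrome c, caspase-9, procaspase-3, dATP; Signal: Rh110 fluorescence intensity; Schedule: 30 min compound preincubation, 50 min activation, room temperature; Reagent: cytochrome c trigger plus (Z-DEVD)2-Rh110 caspase-3 substrate.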
# SENP1 FRET inh – inhibitors of human SENP1 SUMO protease catalytic domain; recombinant SENP1 catalytic domain, CyPet-SUMO1-YPet FRET cleavage; Q9P0U3; hit rate 0.21% among 360,000; inhibition, % at 10 µM;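 active = inhibition at least 30% at 10 µM, raw YFP signal under a set limit, fluorescence ratio 0.5 to 1.5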;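 note: 0% = enzyme with DMSO and 100% = no enzyme wells; some results filed as inactive read as strong as hits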
#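 Controls: no-enzyme wells low, DMSO-plus-enzyme wells high control. Test system: human recombinant His6-tagged SENP1 catalytic domain enzyme. Reagent: SFCypet-SUMO1-SFYpet FRET protein substrate, 25 nM final. Doses: one dose per compound, 10 µM, 0.5% DMSO. Detection: FRET, CFP and YFP emission. Timing: 50 min reaction at room temperature.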
# The depositor's hits bear a star; x = no result given; & = joins results of further samples.
SMILES,NLRP3 yeast inh,PfG6PD inh,HKDC1 inh,SENP8 block-1,SENP6 block,SENP7 inh,SENP8 block-2,Apaf1 inhib,SENP1 FRET inh
CCn1nc(NS(=O)(=O)c2ccccc2)c2cc3cc(C)ccc3nc21,18,-10,6,7,13,-4,-7,-35,-2
CCCCCc1c(O)nc(SCCN(C)C)[nH]c1=O,8,-5,-5,6,21,10,20,-18,-1
Clc1cc(-c2ccc(/C=N/n3cnnc3)o2)ccc1Br,15,15,-6,-6,-19,-9,-69,2,0
CCSc1nnc(NC(=O)c2ccc(F)c(S(=O)(=O)N3CCOCC3)c2)s1,-4,0,1,-19,-10,-10,-55,20,0
O=C(N[C@@H]1C/C=C\C[C@@H](CC(=O)N(CCO)Cc2ccccc2)C(=O)N[C@@H](c2ccccc2)COC1=O)OCC1c2ccccc2-c2ccccc21,10,18,4,1,2,0,-9,29,-8
COc1ccccc1OCc1ccc(C(=O)N(C)c2ccccc2)o1,20,-8,1,6,17,6,5,12,1
COc1cc(OC)cc(C(=O)Nc2ccccc2N2CCOCC2)c1,20,-14,11,-6,-6,-8,10,1,2
COc1ccc(NC(=S)NCC(c2ccco2)N2CCCC2)cc1 (stereo not given),20,14,-9,2,-5,2,8,-12,2
CN(C)c1ccc(CN(C(=O)/C=C/c2ccccc2Cl)C2CCS(=O)(=O)C2)cc1 (stereo not given),1,8,8,0,-6,-3,22,19,-1
Cc1ccc(CCNC(=O)CC2Oc3ccc(C)cc3NC2=O)cc1 (stereo not given),0,-8,-5,-3,-16,0,-6,2,1
COc1c2occc2c(OC(C)=O)c2c(=O)cc(C)oc12,14,1,-3,2,0,8,18,1,0
O=C(NCCCN1CCOCC1)C(=O)NCC1CCCO1 (stereo not given),4,3,-11,-7,-9,-6,30,8,3
CNS(=O)(=O)c1cc(-c2nnc(Nc3ccc(CC(N)=O)cc3)c3ccccc23)ccc1C,7,9,1,-4,12,-6,-106,-2,-2
Cc1c(C(=O)NCC2COc3ccccc3O2)oc2ccc(S(=O)(=O)N3CC(C)CC(C)C3)cc12 (stereo not given),23,6,-8,-3,-7,8,11,18,2
Cc1ccc(S(=O)(=O)N2CCC[C@H]2C(=O)NC2CCCCC2)cc1,x,-11,-8,x,x,x,-1,x,0
O=C1NC(=O)C(c2ccccc2)(c2ccccc2)N1,3&8,8&9,4&-6,8&2,-3&9,-3&5,13&4,-4&-3,0&1
COc1ccccc1NC(=O)CSc1nc(=O)n(CCN2CCOCC2)c2c1CCC2,0,11,-3,4,-20,-9,7,2,1
CCOC(=O)c1cc(-c2ccccc2)sc1NC(=O)C(C)(C)C,-8,18,2,-1,-16,0,-172,8,1
CC1(C)S[C@@H]2[C@H](N=CN3CCCCCC3)C(=O)N2[C@H]1C(=O)O,19,x,x,-10,-18,8,x,1,x
O=C(Cn1c(=O)cnc2ccccc21)NCC(=O)Nc1ccc(F)c(F)c1,16,-4,-5,-3,-2,-1,4,3,3

# Of the compounds above, these contain an aryl methoxy group.
SMILES,NLRP3 yeast inh,PfG6PD inh,HKDC1 inh,SENP8 block-1,SENP6 block,SENP7 inh,SENP8 block-2,Apaf1 inhib,SENP1 FRET inh
COc1ccccc1OCc1ccc(C(=O)N(C)c2ccccc2)o1,20,-8,1,6,17,6,5,12,1
COc1cc(OC)cc(C(=O)Nc2ccccc2N2CCOCC2)c1,20,-14,11,-6,-6,-8,10,1,2
COc1ccc(NC(=S)NCC(c2ccco2)N2CCCC2)cc1 (stereo not given),20,14,-9,2,-5,2,8,-12,2
COc1c2occc2c(OC(C)=O)c2c(=O)cc(C)oc12,14,1,-3,2,0,8,18,1,0
COc1ccccc1NC(=O)CSc1nc(=O)n(CCN2CCOCC2)c2c1CCC2,0,11,-3,4,-20,-9,7,2,1

# (listing goes on)
SMILES,NLRP3 yeast inh,PfG6PD inh,HKDC1 inh,SENP8 block-1,SENP6 block,SENP7 inh,SENP8 block-2,Apaf1 inhib,SENP1 FRET inh
CC(COC(=O)c1ccccc1)(COC(=O)c1ccccc1)/[N+]([O-])=C/c1ccccc1,11,-7,9,-1,12,-2,-1,3,1
CN(C(=O)COC(=O)c1cc(-c2ccc(Cl)s2)nc2ccccc12)C1CCS(=O)(=O)C1 (stereo not given),28,-7,6,-8,-13,-5,-415,12,-25
O=C(c1cnn2ccccc12)N1CCc2ccccc21,27,3,-2,45,51*,53*,13,5,1
CC(=O)Nc1cccc(C(=O)N/N=C/c2cccnc2)c1,-4,-3,-8,2,2,-2,-3,-6,-2
Cc1ccc(NC(=O)c2cc(C(=O)c3cc(Cl)ccc3O)cn(-c3ccc(C)cc3)c2=O)cc1,16,-25,11,-6,-3,2,18,11,-8
O=c1ccc(-c2ccc(S(=O)(=O)Nc3cccc(F)c3)o2)n[nH]1,5,12,-5,8,-2,-5,12,4,1
COCCNC(=O)CN1CCOc2ccccc21,3,11,5,-4,-16,11,3,-4,-2
Cc1cc(Nc2ccccc2C(=O)O)nc2nc3ccccc3c(=O)n12,-1,-15,1,-2,-13,-1,4,11,0
O=C(CN1C(=O)N/C(=C\c2ccccc2OCc2ccc(C(=O)O)cc2)C1=O)Nc1ccccc1F,-3,-16,-9,-1,5,4,-228,12,13
COc1ccc(-n2nnc3c(SCC(=O)Nc4ccc5c(c4)OCCO5)ncnc32)cc1,9,x,x,16,54*,20,x,9,x
CSc1cccc(NS(=O)(=O)c2ccc3c(c2)oc(=O)n3C)c1,4,-5,-6,11,-12,-4,6,-7,0
COc1ccc(-c2ccc(SCC(=O)Nc3cccc(C(C)=O)c3)nn2)cc1OC,6,9,6,-8,-9,-5,8,1,0
Cc1cccc(NC(=S)NCC(c2cccnc2)N2CCOCC2)c1 (stereo not given),5,4,-10,-4,-16,4,19,11,2
O=C(NCC1CCCCC1)c1cc(S(=O)(=O)N2CCCCC2)ccc1Cl,6,11,-5,6,9,8,-8,1,2
CCn1nc(CC(=O)Nc2ccc(-n3cnnn3)c(OC)c2)c2ccccc2c1=O,13,-5,-2,-4,11,-6,13,-2,-2
O=[N+]([O-])c1ccc(N/N=C/C=C/c2ccco2)cc1,35,57,1,-6,-10,4,-11,-5,-40
S=C(Nc1ccccc1)N1N=CCC1c1ccccc1 (stereo not given),6,-2,6,-18,-17,-11,-14,5,2
O=C(CCNC(=O)c1ccccc1)NCc1ccccc1F,16,2,10,-14,-20,-10,3,-2,1
O=C(CSc1nnc(CN2CCCCC2)n1-c1ccccc1)c1ccc2c(c1)OCO2,11,5,6,0,-14,3,11,16,-2
CNC(=S)NNC(=O)c1cn(C)nc1C,1,2,-7,-10,0,-4,8,3,-2

# Random excerpt: 2 records from the list
SMILES,NLRP3 yeast inh,PfG6PD inh,HKDC1 inh,SENP8 block-1,SENP6 block,SENP7 inh,SENP8 block-2,Apaf1 inhib,SENP1 FRET inh
O=C(CCNC(=O)c1ccccc1)NCc1ccccc1F,16,2,10,-14,-20,-10,3,-2,1
CN(C(=O)COC(=O)c1cc(-c2ccc(Cl)s2)nc2ccccc12)C1CCS(=O)(=O)C1 (stereo not given),28,-7,6,-8,-13,-5,-415,12,-25

# The list goes on.
SMILES,NLRP3 yeast inh,PfG6PD inh,HKDC1 inh,SENP8 block-1,SENP6 block,SENP7 inh,SENP8 block-2,Apaf1 inhib,SENP1 FRET inh
CCc1ccc(C(=O)NNc2cc(Cl)cc(Cl)c2)cc1,29,-7,0,1,-8,0,19,-5,2
CC1(C)CC(=O)CC(C)(C)N1OC(=O)c1ccncc1,2,-2,-9,3,-3,7,19,-6,3
Cc1nnc(Sc2cc(NCCO)c([N+](=O)[O-])c3nonc23)s1,x,86*,10,x,x,x,33,x,-16
CC1CCC(NC(=O)Cn2c(=O)[nH]c3ccsc3c2=O)CC1 (stereo not given),8,-9,2,-4,-1,11,23,0,0
CCOCC(O)CNC(=O)c1ccc2nc(Cc3ccc(OC)c(OC)c3)oc2c1 (stereo not given),10,-3,-7,-10,-24,6,-6,-11,-2
CC1(C)CC(=O)C2=C(C1)Nc1ccccc1N1C(=O)c3ccccc3C21 (stereo not given),-1,-10,-14,-8,3,5,7,-7,2
COc1ccc(OCC(=O)Nc2ccccc2OC)cc1,28,-8,0,-5,-42,1,11,5,-1
Cc1ccccc1N(CC(=O)NCCSc1ccccn1)S(=O)(=O)c1ccccc1,11,19,-8,-7,3,4,16,9,-1
CCCOc1ccc(/C(CC)=N/NC(=O)C2(C)CC2(Br)Br)cc1 (stereo not given),1,19,-7,-5,0,-7,10,10,4
Cc1ccc(N2C(N)=C(C#N)C(c3cccnc3)C3=C2CCCC3=O)cc1 (stereo not given),-9,-5,9,-1,-9,-2,-26,24,-2
O=C(NNC(=O)C1CCCCC1)c1cnccn1,-6,7,-13,-1,0,-4,17,-22,1
NC(=O)CC(NC(=O)c1ccc(Br)cc1)c1ccc(NCc2ccc(F)cc2)c([N+](=O)[O-])c1 (stereo not given),18,-6,0,-16,-17,7,25,9,4
COP(=O)(/C=C/c1ccccc1)C(O)c1ccc(F)cc1 (stereo not given),3,-16,-11,-7,-5,-3,9,9,2
O=C(Nc1ccccc1N1CCCC1)c1ccc2ccccc2c1,25,12,-2,1,-7,-2,16,22,-2
Cc1ccc(S(=O)(=O)N2CCC(C(=O)OCC(=O)N(C)CC(=O)Nc3ccc(F)cc3)CC2)cc1C,3,-5,2,-1,0,-2,10,52*,1
COc1ccccc1CCC(=O)N(Cc1ccccc1)c1c(N)n(Cc2ccccc2)c(=O)[nH]c1=O,15,0,-1,-3,-10,2,-8,3,-4

# Five of the entries above in order of the SENP1 FRET inh value, largest number first.
SMILES | NLRP3 yeast inh | PfG6PD inh | HKDC1 inh | SENP6 block | SENP7 inh | SENP1 FRET inh
NC(=O)CC(NC(=O)c1ccc(Br)cc1)c1ccc(NCc2ccc(F)cc2)c([N+](=O)[O-])c1 (stereo not given) | 18 | -6 | 0 | -17 | 7 | 4
CCc1ccc(C(=O)NNc2cc(Cl)cc(Cl)c2)cc1 | 29 | -7 | 0 | -8 | 0 | 2
O=C(Nc1ccccc1N1CCCC1)c1ccc2ccccc2c1 | 25 | 12 | -2 | -7 | -2 | -2
COc1ccccc1CCC(=O)N(Cc1ccccc1)c1c(N)n(Cc2ccccc2)c(=O)[nH]c1=O | 15 | 0 | -1 | -10 | 2 | -4
Cc1nnc(Sc2cc(NCCO)c([N+](=O)[O-])c3nonc23)s1 | x | 86* | 10 | x | x | -16

# Compound activity as filed in PubChem BioAssay.
